Screens deposited in PubChem BioAssay by National Center for Advancing Translational Sciences (NCATS).
KB-V1 MDR tox: KB-V1 MDR subline cytotoxicity | KB-V1 MDR cells viability, CellTiter-Glo, 72 h | Potency, µM (series often up to 46.1 µM), for inactives: at the highest dose activity change, negative = cytotoxicity, hits mostly cytotoxic | 3.4% of 400,000 active | AID 1347076; further: potency means the concentration at half of the fitted maximal effect; on the % scale 0 is the no-effect control and ±100 the full control effect; nearly all actives have a fitted effect of over 60% in size
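qHTS viability screen in drug-selected KB-V1 MDR cells: 72 h compound treatment at 37 degrees C, ATP luminescence end point.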
WRN inhibitor: WRN helicase (human) inhibition | WRN helicase unwinding, fluorescent forked duplex, kinetic | Potency, µM (highest dose often 114 µM), without a hit: at the top dose activity change, negative = inhibition, most hits filed as inhibitors | 0.46% of 360,000 active | AID 651768; further: potency means the concentration at half of the fitted maximal effect; on the % scale 0 is the no-effect control and ±100 the full control effect; nearly all actives have a fitted effect of over 55% in size
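Primary qHTS, 1536-well format. 20 nM WRN + compound, 15 min RT; start with 100 nM forked fluorophore/quencher duplex, 2 mM ATP (final); kinetic read ex 525/em 598 nm.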
IL-1B inflam inh: inhibitors of inflammasome signaling (IL-1 beta secretion). THP-1 LPS/ATP IL-1B secretion, AlphaLISA, 16 h; active compounds read low. activity change, % at 57.5 µM. 4.7% of 360,000 active. AID 743279; in the data active means activity change below about -50%; inconclusive means mostly about -30% to -49%; further: on the % scale 0 is the no-effect control and ±100 the full control effect
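Secreted IL-1B measured by AlphaLISA bead assay after 16 h compound exposure of THP-1 cells; compounds (final up to 57.5 uM) added 1 h before LPS (250 ng/mL) and ATP (1.25 mM) stimulation; lower signal means less secretion.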
HT1080 IDH1KD tx: toxicity to HT-1080 IDH1 knockdown cells (counter line); Potency, µM (top dose mostly 46.1 µM), for the others: at the highest dose activity, negative = toxicity, hits mostly cytotoxic; AID 686971; HT-1080 IDH1 knockdown viability, ATP luminescence, 48 h; 2% of 360,000 active;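 further: potency means the concentration at half of the fitted maximal effect; 0% = DMSO wells and -100% = cell-free medium wells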
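Assay cells: HT-1080 with IDH1 knockdown, 750 per well, RPMI/5% FBS. Exposure: 48 h at 37 °C following 2 h pre-incubation. Read: CellTiter-Glo luminescence; fitted concentration-response, curve class assigned.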
HT1080-NT tox: kills 2HG-producing HT-1080-NT fibrosarcoma cells. HT-1080-NT fibrosarcoma viability, CellTiter-Glo ATP luminescence, 48 h. Potency, µM (series often up to 46.1 µM), for the others: top-dose activity, negative = less viability, most hits filed as cytotoxic. 1.6% of 360,000 active. AID 686970;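 further: NT is the 2HG producing partner of a matched IDH1 knockdown line; potency means the concentration at half of the fitted maximal effect; 0% = DMSO-treated cells and -100% = media-only wells without cells; nearly all actives have a fitted effect of over 55% in size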
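Viability of the 2HG-overproducing fibrosarcoma line after 48 hours of compound exposure at 37 degrees C was determined by luminescence with CellTiter-Glo, and concentration-effect curves were then fitted and categorized.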
MCF10A rereplic: inducers of DNA re-replication in MCF 10A breast cells | MCF 10A DNA re-replication, Hoechst nuclear intensity, 48 h | Potency, µM (highest dose often 46.1 µM), without a hit: at the highest dose activity, positive = re-replication, usual class: activators | 2.9% of 350,000 active; further: potency means the concentration at half of the fitted maximal effect; % of control where 0% means no effect; nearly all actives have a fitted effect of over 50% in size
ATXN2 expr inh: ATXN2 expression inhibition; HEK-293 ATXN2-luciferase reporter, luminescence, 24 h; Potency, µM (highest dose often 57 µM), for the others: at the highest dose activity change, negative = inhibition, usual class: inhibitors; 0.72% of 360,000 active; further: potency means the concentration at half of the fitted maximal effect; on the % scale 0 is the no-effect control and ±100 the full control effect; nearly all actives have a fitted effect of over 55% in size
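qHTS (up to 57 uM final) was run with 24 h compound exposure of reporter cells at 37 °C. Each well was multiplexed: SteadyGlo luminescence measured ATXN2-luciferase expression after a fluorogenic Gly-Phe-AFC viability readout (25 uM final).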
SW480 rereplic: inducers of DNA re-replication in SW480 colon cancer cells; SW480 DNA re-replication, Hoechst DNA content imaging, 48 h; Potency, µM (doses to about 46.1 µM), for the others: at the top dose re-replication activation, actives largely listed as activators; 1.8% of 340,000 active; AID 624297; further: potency means the concentration at half of the fitted maximal effect; % of control where 0% means no effect; nearly all actives have a fitted effect of over 55% in size
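Hoechst fluorescence of nuclei (405 nm excitation, 500-530 nm emission) measured by plate-scanning imager after 48 hr compound exposure at 37 C; re-replication scored as increased number of nuclei with elevated intensity.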
KB-3-1 tox: kills parental KB-3-1 adenocarcinoma cells; 1.4% of 400,000 active; Potency, µM (highest dose often 46.1 µM), for the others: at the highest dose activity change, negative = cytotoxic, usual class: cytotoxic; KB-3-1 viability, CellTiter-Glo ATP luminescence, 72 h; further: potency means the concentration at half of the fitted maximal effect; on the % scale 0 is the no-effect control and ±100 the full control effect; nearly all actives have a fitted effect of over 60% in size
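Multi-concentration cytotoxicity screen in KB-3-1 cells grown in DMEM lacking phenol red with 10% FBS. After 72 h at 37 °C with compound, ATP-dependent luminescence was recorded.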
* = called active by the depositor; ? = inconclusive; · = no result given; [ ] = remark or other dose. Unless noted, the call rests on the fitted dose curve; in most records, active means well fitted curve in the direction sought with a large enough effect; inconclusive means small, poorly fitted or top-dose-only effect, or another doubt; inactive means no such curve, though single readings can be large; an effect the other way counts as inactive or inconclusive.

SMILES	KB-V1 MDR tox	WRN inhibitor	IL-1B inflam inh	HT1080 IDH1KD tx	HT1080-NT tox	MCF10A rereplic	ATXN2 expr inh	SW480 rereplic	KB-3-1 tox
Cc1cc(C)cc(NC2=CC(=O)CC(c3ccco3)C2)c1 (stereo not given)	16µM*	-7%	-10	-12%	-2%	25%	-1%	10%	-15%
Cc1ccc(C2=Nc3ccccc3N=C(c3ccco3)C2)c(O)c1	10%	10%	0	10%	4%	10%	-13%	-2%	-7%
O=C(c1ccc(F)cc1)N1CCN(S(=O)(=O)c2ccc(Br)cc2)CC1	-7%	1%	-3	0%	-2%	?	·	-28%	-18%
CCOc1cc(NC(=S)NCCCN2CCOCC2)c(OCC)cc1NC(=O)c1ccccc1C	2%	-3%	0	16%	17%	?	-3%	-1%	8%
ClC1CCCCC1n1nnc2ccccc21 (stereo not given)	2%	-5%	-8	-6%	7%	2%	-10%	-8%	-1%
COc1ccc(NC(=O)C2Cc3c(-c4ccc(Cl)cc4)ccnc3O2)cn1 (stereo not given)	?	-3%	-7	?	?	·	?	·	-21%
O=C(Cn1cc(COc2ccc(Br)cc2)nn1)c1ccc(O)cc1	-2%	-2%	3	?	-24%	5%	-33%	6%	-32%
CC(=O)c1c(N2CCCC2)[nH]c(-c2ccccc2)nc1=S	?	5%	-15	3%	5%	6%	2%	?	2%
O=C(NCc1ccccc1)c1cccc(NC(=O)C2CC2)c1	0%	4%	2	-1%	4%	?	-7%	-9%	0%
CCC(C)NC(=O)CN1C(=O)CC(C)(C)S(=O)(=O)c2ccccc21 (stereo not given)	7%	-3%	5	1%	4%	0%	-3%	2%	5%
Cc1ccc(N(C(=O)Cn2nnc(-c3ccc(F)cc3)n2)C(CC(C)C)C(=O)NCC2CCCO2)cc1 (stereo not given)	?	-5%	-10	3%	5%	1%	-12%	3%	-21%
Cc1cc(NC(=S)Nc2cccc3ccccc23)n[nH]1	-25%	-16%	31	-6%	-15%	5%	5%	2%	-14%
CC1Cc2cc(/C(O)=C3\C(=O)C(=O)N(CCN4CCOCC4)C3c3ccccc3F)ccc2O1 (stereo not given)	26%	-23%	-6	24%	12%	1%	7%	2%	-7%
COc1ccccc1C1C(C(N)=O)=C(C)Nc2nc(CCCO)nn21 (stereo not given)	-11%	11%	39	9%	14%	2%	3%	-3%	-3%
COc1ccc(NC(=O)CN(C)C(=O)c2cc(CN3C(=O)c4ccccc4C3=O)ccc2OC)cc1	0%	-4%	-6	9%	9%	0%	-6%	-3%	16%
CN(c1ccccc1)S(=O)(=O)c1cccc(NS(=O)(=O)c2cccc(C(=O)O)c2)c1	-7%	-11%	-11	-2%	-6%	1%	-10%	-2%	-4%
Cc1cc(O)ccc1C1(c2ccc(O)cc2C)OC(=O)c2ccccc21	0%	-20%	?	-24%	-11%	-5%	-5%	1%	36%
Cn1c(SCC(=O)Nc2ccc(F)cc2)nnc1C1CC1	7%	3%	-2	12%	15%	-1%	-1%	-8%	14%
O=C(Cc1ccccc1F)Nc1ccc(S(=O)(=O)N2CCCC2)cc1	?	-1%	-51*	4%	9%	7%	4%	?	9%
O=[N+]([O-])c1ccc2c(c1)C=C1CCCCC1(N1CCCCC1)O2 (stereo not given)	9%	-7%	12	26%	26%	-7%	1%	-6%	-8%
NC(=O)C1=C[C@H](c2csc3ccccc23)C[C@H](OCc2ccc(CO)cc2)O1	8%	2%	13	-1%	-12%	-13%	7%	2%	8%
Cc1cc(C(=O)NNC(=O)c2cccc(Cl)c2)no1	7%	5%	3	6%	3%	-2%	-18%	-6%	2%
CC1CCCCC1N1CCN(C(=O)c2cccc(F)c2)CC1 (stereo not given)	0%	-22%	9	21%	15%	4%	-4%	0%	2%
C(=C\CSc1nnnn1-c1ccccc1)/CSc1nnnn1-c1ccccc1	?	-2%	1	9%	6%	67%[0.0737 µM]	-11%	2%	-5%

Next part, starting with the last 2 of the part before.
SMILES	KB-V1 MDR tox	WRN inhibitor	IL-1B inflam inh	HT1080 IDH1KD tx	HT1080-NT tox	MCF10A rereplic	ATXN2 expr inh	SW480 rereplic	KB-3-1 tox
CC1CCCCC1N1CCN(C(=O)c2cccc(F)c2)CC1 (stereo not given)	0%	-22%	9	21%	15%	4%	-4%	0%	2%
C(=C\CSc1nnnn1-c1ccccc1)/CSc1nnnn1-c1ccccc1	?	-2%	1	9%	6%	67%[0.0737 µM]	-11%	2%	-5%
O=C(Oc1ccc(-c2cn3c(n2)SCC3)cc1)c1ccccc1	-12%	27%	-7	-16%	-19%	5%	4%	-7%	-3%
CCc1ccccc1OCCCCN1CCCCC1	-25%	0%	0	-3%	-4%	15%	-24%	1%	-3%
O=C(Cc1c[nH]c2ccccc12)N1CCN(S(=O)(=O)c2ccc(F)cc2)CC1	0%	8%	27	6%	6%	·	·	·	0%
CC(=O)c1cccc(NC(=O)CSc2nc(=O)n(Cc3ccccn3)c3c2CCC3)c1	-1%	3%	?	-14%	-12%	0%	11%	-496%[inhibitor]	-5%
CCC(C)(C)C1CCC(NC(=O)N2CCN(c3ccccc3O)CC2)CC1 (stereo not given)	-27%	6%	21	-18%	-21%	16%	-31%	-3%	-9%
CCNc1nc(NC(C)C)nc(SCCOc2ccc(C)cc2)n1	-27%	-16%	-22	?	?	?	2%	0%	?
O=C(COC(=O)/C=C/c1ccc(Cl)cc1Cl)NCCC1=CCCCC1	-1%	-1%	12	14%	11%	0%	-5%	-3%	6%
COCCN(C(=O)CCSc1ccc(F)cc1)c1c(N)n(Cc2ccccc2)c(=O)[nH]c1=O	15%	-5%	11	2%	-5%	-5%	2%	-5%	1%
COc1ccc(OCC(=O)Nc2ccc(NC(=O)c3ccccc3Cl)c(OC)c2)cc1	?	-8%	?	15%	23%	11%	2%	-8%	8%
Cc1ccc(NC(=O)c2c(Cl)nc3ccccn23)cc1	0%	1%	31	-19%	-16%	-2%	0%	2%	-2%
CN(C(=O)C1CCC(=O)N(CCCN2CCCC2=O)C1)C(C1CC1)C1CC1 (stereo not given)	0%	-1%	9	19%	15%	-3%	5%	21%	8%
O=C(CSc1nncs1)Nc1ccc(Cl)cc1C(F)(F)F	2%	-7%	10	12%	6%	-4%	2%	-4%	6%
Cc1nc2nc(CC(=O)O)[nH]n2c(=O)c1[N+](=O)[O-]	12%	-1%	12	14%	13%	-4%	8%	-8%	6%
CCc1ccccc1S(=O)(=O)Cc1ccc(C(=O)NCc2ccc3c(c2)OCO3)o1	2%	-1%	-27	-1%	-17%	11%	-1%	-3%	-7%
Cc1sc(NC(=S)NC(=O)C(C)(C)C)c(C(N)=O)c1C	0%	2%	-6	6%	-27%	?	5%	?	0%
O=C(C[C@H]1CC[C@@H]2[C@H](COC[C@H](O)CN2Cc2cccc(C(F)(F)F)c2)O1)NCCc1ccccc1	?	-1%	-16	?	-20%	·	·	·	-12%
O=C(COc1coc(CN2CCc3ccccc32)cc1=O)Nc1ccccc1	-4%	-7%	12	-10%	1%	1%	-6%	0%	0%
COCCN(Cc1cc2cc(C)ccc2nc1Cl)C(=O)Nc1ccccc1C	?	-16%	-70*	7%	-1%	-5%	-1%	-3%	-8%
C[C@H](NC(=O)c1ccco1)C(=O)Nc1cccc([N+](=O)[O-])c1	?	3%	1	4%	7%	0%	-15%	1%	11%
CC1(C)C[C@H]2C3=CCC4[C@@]5(C)CC[C@H](O[C@@H]6O[C@H](C(=O)O)[C@@H](O)[C@H](O)[C@H]6O)[C@@](C)(CO)C5CC[C@@]4(C)[C@]3(C)C[C@H](O)[C@@]2(CO)[C@@H](O)[C@@H]1O (stereo not given in full)	18%	-3%	28	13%	10%	-9%	16%	-6%	0%
CCCc1cc(C(=O)Nc2ccc(C(C)=O)cc2)no1	-9%	7%	-13	-5%	-12%	-10%	-8%	4%	-6%

Entries above that contain four or more nitrogen atoms (ten):
SMILES	KB-V1 MDR tox	WRN inhibitor	IL-1B inflam inh	HT1080 IDH1KD tx	HT1080-NT tox	MCF10A rereplic	ATXN2 expr inh	SW480 rereplic	KB-3-1 tox
CCOc1cc(NC(=S)NCCCN2CCOCC2)c(OCC)cc1NC(=O)c1ccccc1C	2%	-3%	0	16%	17%	?	-3%	-1%	8%
Cc1ccc(N(C(=O)Cn2nnc(-c3ccc(F)cc3)n2)C(CC(C)C)C(=O)NCC2CCCO2)cc1 (stereo not given)	?	-5%	-10	3%	5%	1%	-12%	3%	-21%
Cc1cc(NC(=S)Nc2cccc3ccccc23)n[nH]1	-25%	-16%	31	-6%	-15%	5%	5%	2%	-14%
COc1ccccc1C1C(C(N)=O)=C(C)Nc2nc(CCCO)nn21 (stereo not given)	-11%	11%	39	9%	14%	2%	3%	-3%	-3%
Cn1c(SCC(=O)Nc2ccc(F)cc2)nnc1C1CC1	7%	3%	-2	12%	15%	-1%	-1%	-8%	14%
C(=C\CSc1nnnn1-c1ccccc1)/CSc1nnnn1-c1ccccc1	?	-2%	1	9%	6%	67%[0.0737 µM]	-11%	2%	-5%
CC(=O)c1cccc(NC(=O)CSc2nc(=O)n(Cc3ccccn3)c3c2CCC3)c1	-1%	3%	?	-14%	-12%	0%	11%	-496%[inhibitor]	-5%
CCNc1nc(NC(C)C)nc(SCCOc2ccc(C)cc2)n1	-27%	-16%	-22	?	?	?	2%	0%	?
COCCN(C(=O)CCSc1ccc(F)cc1)c1c(N)n(Cc2ccccc2)c(=O)[nH]c1=O	15%	-5%	11	2%	-5%	-5%	2%	-5%	1%
Cc1nc2nc(CC(=O)O)[nH]n2c(=O)c1[N+](=O)[O-]	12%	-1%	12	14%	13%	-4%	8%	-8%	6%
